# TEAD-YAP block = TEAD-YAP interaction inhibition | HEK-TIYL cells, TEAD-Gal4/YAP UAS-luciferase luminescence | inhibition, % at 9.12 µM | actives 1.4% (n = 640,000) | AID 1259422; in the data active = inhibition above about 32%;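 also: 0% = median of test compound wells and 100% = reference inhibitor wells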
# FBW7 act = activators of human E3 ligase FBW7. AlphaScreen FBW7–phospho-cyclin E peptide binding, activator screen. normalized activity (activation), % at 26.1 µM. actives 0.13% (n = 650,000). AID 1259310; in the data active = normalized activity above about 1.9%;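 also: purified mutant Fbw7 with reduced substrate affinity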
# Target sequence (Q969H0 whole entry, looked up): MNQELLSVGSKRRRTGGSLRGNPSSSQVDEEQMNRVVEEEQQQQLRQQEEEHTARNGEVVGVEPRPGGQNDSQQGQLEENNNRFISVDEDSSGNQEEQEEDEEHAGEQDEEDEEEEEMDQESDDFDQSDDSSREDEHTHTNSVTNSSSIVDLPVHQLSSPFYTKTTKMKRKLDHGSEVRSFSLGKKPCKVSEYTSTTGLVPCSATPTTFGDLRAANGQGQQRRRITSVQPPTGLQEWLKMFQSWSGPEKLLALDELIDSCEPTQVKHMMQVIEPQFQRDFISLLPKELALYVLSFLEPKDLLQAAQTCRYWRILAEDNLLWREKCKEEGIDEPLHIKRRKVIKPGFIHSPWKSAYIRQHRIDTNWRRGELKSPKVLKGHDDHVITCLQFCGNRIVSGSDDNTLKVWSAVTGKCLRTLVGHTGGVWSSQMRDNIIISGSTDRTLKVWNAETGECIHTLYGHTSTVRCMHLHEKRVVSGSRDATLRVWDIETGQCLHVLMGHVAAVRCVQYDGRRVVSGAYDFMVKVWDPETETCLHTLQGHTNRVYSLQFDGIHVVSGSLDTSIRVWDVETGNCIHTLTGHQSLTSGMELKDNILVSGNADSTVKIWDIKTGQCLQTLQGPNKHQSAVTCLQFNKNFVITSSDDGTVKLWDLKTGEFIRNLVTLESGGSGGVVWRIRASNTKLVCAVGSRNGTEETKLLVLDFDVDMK
# MITF primary = inhibitors of human MITF; AlphaScreen MITF homodimerization, bead proximity signal; inhibition, % at 2.6 µM; actives 0.91% (n = 650,000); AID 1259374; in the data active = inhibition above about 50%;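 also: 0% = vehicle wells with protein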
# GPR151 activ = activators of human GPR151 | actives 1% (n = 650,000) | activation, % at 11.2 µM | Q8TDV0 | PathHunter beta-arrestin GPR151 cells, luminescence; in the data active = activation above about 4.9%;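 also: 0% = median of compound wells and 100% = cells with positive control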
# Target sequence (Q8TDV0 whole entry, looked up): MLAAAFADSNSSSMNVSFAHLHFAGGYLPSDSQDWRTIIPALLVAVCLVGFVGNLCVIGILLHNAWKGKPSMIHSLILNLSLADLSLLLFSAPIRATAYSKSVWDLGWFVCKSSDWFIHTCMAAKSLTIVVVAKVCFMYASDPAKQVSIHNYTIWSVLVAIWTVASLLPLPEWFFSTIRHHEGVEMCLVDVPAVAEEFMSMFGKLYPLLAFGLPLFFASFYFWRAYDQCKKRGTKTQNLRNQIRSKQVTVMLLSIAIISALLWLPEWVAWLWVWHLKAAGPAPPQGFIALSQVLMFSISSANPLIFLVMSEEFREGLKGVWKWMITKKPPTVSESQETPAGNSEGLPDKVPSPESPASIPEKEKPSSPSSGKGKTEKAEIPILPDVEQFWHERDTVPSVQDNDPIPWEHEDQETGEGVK
# The depositor's hits bear a star.
canonical_smiles,TEAD-YAP block,FBW7 act,MITF primary,GPR151 activ
CCC(C)OC(=O)C1=C(C)NC(=O)CC1c1c(F)cccc1Cl (configuration not stated),-6,0.3,-3,-0.4
Cc1ccccc1NC(=S)C(C#N)C(N)=O (configuration not stated),-3,-0.1,-14,-0.2
O=C1CSC(c2ccc([N+](=O)[O-])cc2)N1c1cc(F)ccc1Cl (configuration not stated),5,-0.1,8,-0.1
Cc1ncc(CO)c(/C=N/Nc2ccc([N+](=O)[O-])cc2[N+](=O)[O-])c1O,15,0.1,12,-0.2
CC(C)(C)C1CCC(=NOC(=O)c2cccc([N+](=O)[O-])c2)CC1 (configuration not stated),3,0.1,21,0.3
Cc1ccsc1/C=N/NC(=O)C(=O)NCc1cccnc1,2,0.1,8,1.0
CCNc1nc(NCCc2ccc(O)cc2)nc(N(CC)CC)n1,12,-0.1,7,1.5
Cc1cc(NC(=O)CSc2nc3cc4c(cc3c(=O)n2Cc2ccco2)OCO4)n[nH]1,10,-0.2,9,-1.6

# Continuation.
canonical_smiles,TEAD-YAP block,FBW7 act,MITF primary,GPR151 activ
O=C(NCc1ccc2c(c1)OCO2)c1ccc(CNC(=O)c2cccc(Br)c2)cc1,2,0.0,-6,-0.1
COc1cccc(C2C(C#N)=C(N)Oc3n[nH]c(-c4ccc5c(c4)OCO5)c32)c1OCc1ccc(F)cc1 (configuration not stated),16,-0.1,-2,-1.0
CN(CCN1CCOCC1)c1nc2nonc2nc1NCc1ccccc1,-6,0.0,-8,0.1
COc1ccccc1N1CCN(C(=O)c2cccc(N3C(=O)C4C5C=CC(C5)C4C3=O)c2)CC1 (configuration not stated),-2,0.2,10,0.3
COc1ccc(/C=N/NS(C)(=O)=O)c(OC)c1,-11,0.0,12,-0.9
COc1ccc(NS(=O)(=O)c2c(C)nn(C)c2Cl)c(OC)c1,6,0.2,16,0.0
CCOC(=O)COc1ccc(/C=c2/sc3nc4cc(C)c(C)cc4n3c2=O)cc1OC,-1,0.0,13,0.8
OCCNCc1ccc(N2CCCC2)cc1,6,0.2,21,-0.9

# Later entries:
canonical_smiles,TEAD-YAP block,FBW7 act,MITF primary,GPR151 activ
CCCCNC(=O)Cn1nc(-c2ccc(Cl)cc2)ccc1=O,-13,-0.2,-13,-1.3
CN1CC(=O)N(CC(=O)Nc2ccccc2)C1=O,-5,0.0,1,-0.8
COc1ccc(-c2cc(C(F)(F)F)nc(SCC(=O)NCc3cccnc3)n2)cc1,3,-0.1,-3,-1.1
NC(C(=O)N1CCN(c2ccc3[nH]ncc3c2)CC1)c1ccc(C(F)(F)F)cc1 (configuration not stated),4,-0.5,39,-0.7
O=C(Nc1cccc(Cl)c1Cl)c1cc2n(n1)C(C(F)(F)F)CC(c1ccc3c(c1)OCO3)N2 (configuration not stated),-5,0.3,14,-2.1
COC(=O)c1c(Cl)nc(Cl)c([N+](=O)[O-])c1Cl,-1,-0.1,10,0.0
O=C(CCc1ccccc1)Nc1ccnn1C1CCN(C(=O)C2CC=CCC2)CC1 (configuration not stated),9,0.0,3,0.1
O=C1C2C3C=CC(C3)C2C(=O)N1CNc1ccccc1Cl (configuration not stated),0,0.2,-7,-0.3

# Later entries.
canonical_smiles,TEAD-YAP block,FBW7 act,MITF primary,GPR151 activ
CC(C)c1cc(C(=O)N/N=C/c2ccccc2Cl)n[nH]1,-50,0.0,7,-1.6
CCc1ccc(NC(=O)CCCN2C(=O)CCC2=O)cc1,-15,1.1,13,-0.2
Cc1ccccc1Nc1sc(C(=O)c2ccc(F)cc2)c(N)c1C(=O)Nc1ccccc1,18,-0.2,11,-0.1
O=CN/N=C/c1c(O)ccc2ccccc12,10,-0.9,-23,0.9
CC1(C(=O)N(CC(=O)NC2CCCCC2)C2CCCCC2)CC(=O)N=C2C=CC=CN21 (configuration not stated),-2,-0.3,5,3.0
CCOc1ccc(C)cc1S(=O)(=O)Nc1ccc2c(c1)CCC(=O)N2CC(C)C,17,-0.1,-1,1.3
COc1cccc2sc(=NC(=O)c3ccc(Oc4ccccc4)cc3)n(C)c12,3,0.1,10,-0.1
Cc1ccc(Cl)cc1-n1nc(C)c2ccccc2c1=O,9,0.0,0,0.4

# Next section:
canonical_smiles,TEAD-YAP block,FBW7 act,MITF primary,GPR151 activ
O=C(O)CC1(CC(=O)Nc2cccc3nsnc23)CCCCC1,-1,0.2,8,0.5
O=C(Cc1c[nH]c2ccccc12)NCC1Cc2cccc(-c3ccncc3)c2O1 (configuration not stated),11,0.1,-9,1.7
CC1(C)COC(N2c3ccccc3Sc3ccccc32)=N1,8,-0.2,2,-1.2
Cc1ccc(NC(=O)CN2C(=O)C3(OCCCO3)c3ccccc32)cc1Cl,11,0.8,7,-0.9
Nc1nnnn1CC(=O)Nc1ccccc1[N+](=O)[O-],0,0.1,-1,0.5
CCOc1ccc(C(=O)Nc2cccc(I)c2)cc1OCC,0,0.0,-5,4.9
CC1CCCC(C)N1CCCNC(=O)c1ccc2nc(N3CCCCC3)sc2c1 (configuration not stated),-64,-0.3,-3,0.0
C=CCNC(=O)CN(Cc1ccccc1)S(=O)(=O)c1ccc(Br)cc1,-4,-0.1,-4,0.5

# (more compounds)
canonical_smiles,TEAD-YAP block,FBW7 act,MITF primary,GPR151 activ
COc1ccc(N(C)S(=O)(=O)c2c(C)noc2C)c(OC)c1,-3,0.0,6,0.0
Cc1ccccc1/C=N/NC(=O)c1cccc(Br)c1,-16,-0.1,0,0.8
CCOC(=O)C1CCN(c2nccc(-c3ccc(S(C)(=O)=O)cc3)n2)CC1,6,0.2,6,-0.9
Cc1c(Cc2ccccc2)c(=O)oc2cc(OCCC(C)C)ccc12,-6,-0.1,7,1.6
CCCN1CCC(N2C[C@H](NCc3ccccc3C(F)(F)F)C[C@H]2C(=O)NC)CC1,16,0.7,7,-0.8
COc1ccc2[nH]c(=O)c(-c3noc(-c4ccncc4)n3)cc2c1,3,0.1,-5,-0.4
COc1ccccc1NC(=O)Cn1c(=O)n(CCCCC(=O)NCC(C)C)c(=O)c2ccccc21,-7,-0.3,-11,-1.7
CCOc1ccc(C(=O)NC(=S)Nc2ccccc2O)cc1,-44,-0.2,-2,0.4

# Another view of some results above.
# Each structure is followed by: TEAD-YAP block, FBW7 act, MITF primary, GPR151 activ
CCOC(=O)C1CCN(c2nccc(-c3ccc(S(C)(=O)=O)cc3)n2)CC1
    6, 0.2, 6, -0.9
Cc1c(Cc2ccccc2)c(=O)oc2cc(OCCC(C)C)ccc12
    -6, -0.1, 7, 1.6
CCCN1CCC(N2C[C@H](NCc3ccccc3C(F)(F)F)C[C@H]2C(=O)NC)CC1
    16, 0.7, 7, -0.8
COc1ccc2[nH]c(=O)c(-c3noc(-c4ccncc4)n3)cc2c1
    3, 0.1, -5, -0.4
COc1ccccc1NC(=O)Cn1c(=O)n(CCCCC(=O)NCC(C)C)c(=O)c2ccccc21
    -7, -0.3, -11, -1.7
CCOc1ccc(C(=O)NC(=S)Nc2ccccc2O)cc1
    -44, -0.2, -2, 0.4

# (further entries)
canonical_smiles,TEAD-YAP block,FBW7 act,MITF primary,GPR151 activ
COc1ccc(NC(=O)NC2CCN(C(C)C)CC2)c(OC)c1,5,0.0,-6,-1.0
CCOC(=O)c1[nH]c(=O)[nH]c1CNc1ccccc1C#N,-8,0.2,-4,-0.3
CC1=C(C(=O)OC2CCCC2)C(c2cc3c(cc2Cl)OCO3)C2=C(CC(c3ccc(Cl)cc3)CC2=O)N1 (configuration not stated),6,0.6,6,1.1
CCCOCCOC(=O)C1=C(C)NC(=O)NC1c1ccccc1C (configuration not stated),4,-0.1,1,-0.1
N#CC1=C(O)CN(c2ccc(Cl)cc2)C1=O,28,0.1,1,-0.2
CCCCc1nnc(SCC(=O)N2CCc3ccccc32)n1C,-5,0.2,14,-0.2
O=C(NCc1cccnc1)c1cc2cc(C3(O)CCN(CC4CC=CCC4)CC3)ccc2o1 (configuration not stated),1,0.1,7,-1.2
Cc1ccc(C)c(NC(=O)CSc2nnc(NC(=O)CC(C)C)s2)c1,2,0.4,-5,1.4

# Not a retest: 3 of the compounds above.
canonical_smiles,TEAD-YAP block,FBW7 act,MITF primary,GPR151 activ
CCCCc1nnc(SCC(=O)N2CCc3ccccc32)n1C,-5,0.2,14,-0.2
O=C(NCc1cccnc1)c1cc2cc(C3(O)CCN(CC4CC=CCC4)CC3)ccc2o1 (configuration not stated),1,0.1,7,-1.2
Cc1ccc(C)c(NC(=O)CSc2nnc(NC(=O)CC(C)C)s2)c1,2,0.4,-5,1.4

# Other compounds follow:
canonical_smiles,TEAD-YAP block,FBW7 act,MITF primary,GPR151 activ
O=C(CCC(=O)c1ccccc1)Nc1ccc(C(=O)O)cc1,3,0.1,1,-1.1
Cc1nc2sc(C(c3ccc(Cl)c(Cl)c3)N3CCC(O)CC3)c(O)n2n1 (configuration not stated),-3,0.0,-2,1.9
Cc1ccccc1N(CC(=O)NCc1ccco1)C(=O)CCC(=O)Nc1nccs1,0,-0.2,3,1.3
Cc1ccc(-c2noc(CN(C(C)C)S(=O)(=O)c3ccc([N+](=O)[O-])cc3)n2)cc1,-10,0.0,-11,-1.8
COc1ccc(C2C(C#N)=C(N)Oc3n[nH]c(C)c32)c2ccccc12 (configuration not stated),-3,-0.2,-11,5.5*
COc1ccc(Cn2c(CCC(=O)NCCC3=CCCCC3)nc3ncccc3c2=O)cc1,7,0.8,2,0.1
COC(=O)c1c(C)oc2cc(Br)c(O)cc12,-5,-0.2,6,3.5
N#Cc1c(NC(=O)/C=C/c2ccco2)sc2c1CCCC2,12,0.1,-1,3.2

# Carrying on.
canonical_smiles,TEAD-YAP block,FBW7 act,MITF primary,GPR151 activ
COc1cc(NC(=S)Nc2ccc(C(C)=O)cc2)cc(OC)c1,-1,0.1,20,-1.1
Cc1ccc(C(=O)Oc2ccc(C3C4=C(CCCC4=O)NC4=C3C(=O)c3ccccc34)cc2)cc1 (configuration not stated),5,-0.4,0,-1.2
COc1ccc(-c2cccc(-c3ccc(OC)cc3)n2)cc1,-5,-0.2,12,0.4
Cc1nn(CCC(N)=S)c2[nH]c(=O)cc(C(F)(F)F)c12,14,-0.3,-5,1.4
C[C@@H]1CN(Cc2nnnn2CC(=O)NCCc2cn3ccsc3n2)C[C@H](C)O1,-2,0.2,4,-0.8
Cc1[nH]c2ccccc2c1SCCNC(=O)Cc1ccc(F)cc1,4,-0.2,1,1.5
CC(C)CCN(C)C1CCN(S(=O)(=O)c2ccc([N+](=O)[O-])cc2)CC1,-2,-0.1,5,-0.4
O=C(Nc1nc2c(s1)CCCC2)c1cc(F)c(F)c(F)c1F,48*,0.0,1,3.4

# More compounds
canonical_smiles,TEAD-YAP block,FBW7 act,MITF primary,GPR151 activ
CC1CCN(c2ccc([N+](=O)[O-])s2)CC1,-12,0.0,8,0.9
Cc1ccc2[nH]c(=O)c(CN(CCCO)C(c3nnnn3C(C)(C)C)C(C)C)cc2c1 (configuration not stated),9,0.4,5,-1.4
CCCCNC(=O)NC(=O)N(C1CCCCC1)S(C)(=O)=O,-5,0.0,-3,-1.1
CC(C)CCN1CCNC(=O)C1CC(=O)NCCc1cn2cccnc2n1 (configuration not stated),-2,-0.1,-11,0.4
O=C(c1ccco1)c1coc2ccc(Cl)cc2c1=O,-7,0.1,2,-0.5
O=C(Nc1nnc(Cc2ccc(F)cc2)s1)c1ccc(Cl)cc1Cl,6,-0.1,8,-1.0
COCCNC(=O)c1cccc(OC2CCN(Cc3ccccc3OCCO)CC2)c1,-5,0.0,-7,-0.3
COCc1cc(C)nc(OCC(=O)N/N=C/c2c3ccccc3cc3ccccc23)c1C#N,7,-0.5,-2,-0.2

# Next results
canonical_smiles,TEAD-YAP block,FBW7 act,MITF primary,GPR151 activ
Cc1ccccc1NC(=O)CN=C(N)N,-10,1.4,17,-1.0
CCc1ccc(CNC(=O)C2CCCN(c3nnc(N4CCCC4=O)s3)C2)cc1 (configuration not stated),-2,-0.1,-2,-0.5
COCCNC(=O)C(=O)N/N=C/c1ccccc1O,-2,-1.7,53*,-1.3
Cc1nc(NCc2ccco2)cc(-c2cccc(C(F)(F)F)c2)n1,-18,0.1,9,3.8
O=C(Cc1cccc2ccccc12)Nc1nnc(C2=COCCO2)o1,3,-0.1,37,3.3
CN(C)CCOC(=O)c1cc2ccccc2o1,4,-0.5,4,0.0
CCc1ccc2occ(CC(=O)Nc3cc(OC)ccc3OC)c2c1,-8,0.0,5,0.9
O=C(NC(=S)Nc1ccc(Br)cn1)c1ccccc1[N+](=O)[O-],-11,0.1,8,-0.5

# Further compounds
canonical_smiles,TEAD-YAP block,FBW7 act,MITF primary,GPR151 activ
Cc1sc2nc3c4ccccc4c(NCC4CCCO4)nn3c(=O)c2c1C (configuration not stated),0,0.0,14,-0.5
CC(Sc1ccccc1)C(=O)Nc1ccc(F)cc1F (configuration not stated),-5,0.6,0,-1.1
Cc1cc(C(=O)CSc2nnc(-c3ccccc3F)o2)c(C)n1CC1CCCO1 (configuration not stated),8,-0.2,7,1.7
CCOC(=O)c1c(N)n(CCOC)c2nc3ccccc3nc12,7,0.0,9,0.7
O=C(CCCN(Cc1ccc(F)cc1)S(=O)(=O)c1ccc(Br)cc1)NO,13,0.0,4,-0.4
OCCn1c(SCc2ccccc2)nc2ccccc21,-58,-0.1,3,-0.2
CCc1cc2c(=O)n(CC(=O)NCCc3ccc(OC)c(OC)c3)cnc2s1,-12,0.3,-9,-0.8
COC(=O)C(Cc1ccccc1)N=Cc1c(O)[nH]c(=O)[nH]c1=O (configuration not stated),0,-0.1,-8,0.5

# More structures:
canonical_smiles,TEAD-YAP block,FBW7 act,MITF primary,GPR151 activ
CC(C)N(CCNc1nc(-c2csc3ccccc23)nc2c1ncn2Cc1ccc(C(F)(F)F)cc1)C(C)C,6,0.0,8,-0.3
CC(C)CSc1nnc2nc3[nH]c4ccccc4c3nn12,-4,1.3,-2,1.1
Cc1ccc2c(CN3C(=O)c4ccc([N+](=O)[O-])cc4C3=O)cc(=O)oc2c1,-1,0.1,9,-0.6
S=C(N/N=C/c1ccc2ncccc2c1)Nc1cccnc1,-9,-0.1,6,-1.1
